# Screens: PubChem, several laboratories
# Y pestis TopoI = blocks Yersinia pestis topoisomerase I activity; Y. pestis Topo-I cleavage product accumulation, plate reader; activity, % at 10 µM; 0.064% of 360,000 active; in the data active = activity above about 50%, passing the limit was not always enough; inconclusive = no clear call, values can overlap the other calls; also: inactives centre near 2
# 3CLpro inhibitor = SARS-CoV 3CLpro protease inhibition | inhibition, % at 6 µM | AID 1706 | P0C6X7 | 0.14% of 290,000 active | recombinant SARS-CoV 3CLpro, quenched FRET peptide cleavage; in the data active = inhibition above about 12%
# PfHsp40 yeast = rescue of PfHsp40-mediated yeast toxicity. AID 504582. 0.68% of 340,000 active. growth rescue, % at 12.5 µM. S. cerevisiae expressing PfHsp40, growth rescue, ATP luminescence; in the data active = growth rescue above about 28%, passing the limit was not always enough; inconclusive = no clear call, values can overlap the other calls;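 also: yeast W303a lacking pdr1 and pdr3 grown in galactose medium; growth measured after three days at 30 °C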
# MazF activator = MazEF (E. coli) toxin RNase activation | P0AE70 | FAM/BHQ RNA-DNA oligo cleavage fluorescence, 5 h | activation, % at 20 µM | 0.32% of 350,000 active | AID 504720; in the data active = activation above about 50%
# Anthrax LF inh2 = inhibitors of Bacillus anthracis lethal factor protease | P15917 | multiplex microsphere protease cleavage assay, LF | inhibition, % at 10 µM | 0.12% of 360,000 active | AID 588501; in the data active = inhibition above about 30%; inconclusive = no clear call, values can overlap the other calls; also: plate controls were buffer without enzyme for full effect and enzyme alone for no effect
# TcdB inh = TcdB glycohydrolase inhibition | P18177 | inhibition, % at 9.99 µM | 0.24% of 350,000 active | TcdB glycohydrolase enzymatic assay, plate reader | AID 652162; in the data active = inhibition above about 10%
# Target sequence (P18177 whole entry, looked up): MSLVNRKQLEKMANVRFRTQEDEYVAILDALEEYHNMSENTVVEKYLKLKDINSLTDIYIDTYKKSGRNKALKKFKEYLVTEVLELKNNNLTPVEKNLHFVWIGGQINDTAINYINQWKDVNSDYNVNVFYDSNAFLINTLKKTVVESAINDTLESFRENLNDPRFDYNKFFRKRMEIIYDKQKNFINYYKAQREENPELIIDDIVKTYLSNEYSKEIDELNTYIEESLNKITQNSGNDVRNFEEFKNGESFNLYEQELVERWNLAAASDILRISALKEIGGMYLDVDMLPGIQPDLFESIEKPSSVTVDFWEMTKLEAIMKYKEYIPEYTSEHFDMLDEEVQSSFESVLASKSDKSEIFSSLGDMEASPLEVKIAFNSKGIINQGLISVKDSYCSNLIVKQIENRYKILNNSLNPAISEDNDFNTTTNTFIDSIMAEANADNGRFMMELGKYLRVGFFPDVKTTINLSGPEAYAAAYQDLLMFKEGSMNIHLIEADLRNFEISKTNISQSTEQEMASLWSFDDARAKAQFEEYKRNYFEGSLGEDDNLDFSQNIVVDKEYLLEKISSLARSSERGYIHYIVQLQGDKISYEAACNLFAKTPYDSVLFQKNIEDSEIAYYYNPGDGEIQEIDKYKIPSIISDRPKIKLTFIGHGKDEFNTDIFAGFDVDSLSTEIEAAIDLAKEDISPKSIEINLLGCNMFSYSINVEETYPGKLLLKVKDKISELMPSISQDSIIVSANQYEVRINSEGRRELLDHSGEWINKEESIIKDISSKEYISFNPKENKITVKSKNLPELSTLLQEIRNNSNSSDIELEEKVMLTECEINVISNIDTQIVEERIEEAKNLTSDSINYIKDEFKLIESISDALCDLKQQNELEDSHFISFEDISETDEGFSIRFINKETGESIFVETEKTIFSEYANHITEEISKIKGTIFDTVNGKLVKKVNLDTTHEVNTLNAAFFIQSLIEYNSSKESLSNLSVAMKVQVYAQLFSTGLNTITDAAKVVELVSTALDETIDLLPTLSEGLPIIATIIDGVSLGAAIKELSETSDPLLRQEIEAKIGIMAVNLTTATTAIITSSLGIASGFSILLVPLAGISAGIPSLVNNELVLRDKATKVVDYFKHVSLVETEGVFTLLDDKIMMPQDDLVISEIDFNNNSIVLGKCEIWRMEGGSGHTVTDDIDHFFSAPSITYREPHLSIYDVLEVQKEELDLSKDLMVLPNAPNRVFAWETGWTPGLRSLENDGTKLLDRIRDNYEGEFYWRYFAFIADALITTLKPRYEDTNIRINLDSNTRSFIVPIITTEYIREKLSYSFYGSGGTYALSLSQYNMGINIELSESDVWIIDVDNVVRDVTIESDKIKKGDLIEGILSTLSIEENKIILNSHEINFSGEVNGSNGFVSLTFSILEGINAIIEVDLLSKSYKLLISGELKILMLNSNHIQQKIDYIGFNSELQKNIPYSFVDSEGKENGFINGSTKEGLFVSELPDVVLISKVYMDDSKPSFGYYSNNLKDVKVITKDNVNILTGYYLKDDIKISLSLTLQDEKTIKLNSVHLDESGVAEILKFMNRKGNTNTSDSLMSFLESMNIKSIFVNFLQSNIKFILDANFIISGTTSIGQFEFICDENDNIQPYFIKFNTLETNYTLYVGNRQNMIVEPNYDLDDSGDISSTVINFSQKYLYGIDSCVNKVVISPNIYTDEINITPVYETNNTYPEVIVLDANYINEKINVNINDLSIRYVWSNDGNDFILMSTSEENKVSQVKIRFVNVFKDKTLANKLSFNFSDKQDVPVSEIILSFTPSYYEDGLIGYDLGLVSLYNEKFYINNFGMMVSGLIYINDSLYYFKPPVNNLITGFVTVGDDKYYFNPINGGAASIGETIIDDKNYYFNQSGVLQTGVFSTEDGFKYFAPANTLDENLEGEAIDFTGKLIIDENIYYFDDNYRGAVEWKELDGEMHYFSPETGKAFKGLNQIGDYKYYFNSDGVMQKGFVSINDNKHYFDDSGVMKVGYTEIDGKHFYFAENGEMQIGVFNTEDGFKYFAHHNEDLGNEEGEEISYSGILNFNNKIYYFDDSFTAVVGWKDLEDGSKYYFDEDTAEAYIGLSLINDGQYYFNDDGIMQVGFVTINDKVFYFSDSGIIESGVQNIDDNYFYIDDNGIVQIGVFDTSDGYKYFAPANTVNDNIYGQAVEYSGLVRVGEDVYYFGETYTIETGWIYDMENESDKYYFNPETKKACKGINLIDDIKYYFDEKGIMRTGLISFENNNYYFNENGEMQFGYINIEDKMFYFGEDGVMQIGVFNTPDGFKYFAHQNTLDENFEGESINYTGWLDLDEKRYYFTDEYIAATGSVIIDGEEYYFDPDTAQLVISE
# Rv3671c protease = inhibits the M. tuberculosis serine protease Rv3671c; P9WHR9; inhibition, % at 5.96 µM; 0.048% of 320,000 active; in the data active = inhibition above about 38%;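 also: extracellular domain of Rv3671c used as enzyme; 0% = enzyme with DMSO and 100% = no enzyme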
# DUSP3 inh = inhibitors of human VHR1 phosphatase (DUSP3) | P51452 | recombinant VHR phosphatase, pNPP absorbance | inhibition, % at 13.3 µM | 0.52% of 290,000 active; in the data active = inhibition above about 50%; also: some compounds called inactive have numbers as strong as hits
# BH1578 lux ind = induces V. cholerae light production without autoinducers; 0.16% of 350,000 active; activation, % at 18.7 µM; V. cholerae BH1578 lux reporter, luminescence, 6 h; AID 588436; in the data active = activation mostly above about 9.7%, no sharp cut-off; inconclusive = no clear call, values can overlap the other calls; inactive = mostly below about 3.7%; also: not every result past the cut was called active; inactives centre near 0; reference of the scale not given here
# PriA SSB inh = K. pneumoniae PriA-SSBct interaction inhibition | AID 1272365 | AlphaScreen SSBct-PriA binding, biotinylated peptide | 0.6% of 430,000 active | inhibition, % at 33 µM; in the data active = inhibition mostly above about 37%, no sharp cut-off; inactive = mostly below about 20%;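 also: plate controls were negative control peptide for no effect and reference peptide for full effect; strong numbers were not always called active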
# The depositor's hits bear a star; i = inactive; ? = inconclusive; . = not tested or not shown. A portion of the library; the hit share may differ from the screen's.
SMILES,Y pestis TopoI,3CLpro inhibitor,PfHsp40 yeast,MazF activator,Anthrax LF inh2,TcdB inh,Rv3671c protease,DUSP3 inh,BH1578 lux ind,PriA SSB inh
O=C(CS(=O)(=O)c1ccc(Cl)cc1)NCCS(=O)(=O)c1ccc(Cl)cc1,-8,2,-0.8,-14,2,1.8,7,16,i,-9
O=C(NCCOc1ccc(F)cc1)C1CCC(=O)N(CC2CCCCC2)C1 (centres undefined),19,0,0.4,-3,-1,-0.7,12,-4,-0.3,-3
S=C1N(c2ccccc2)C(c2ccc(Cl)cc2)N2CCCN12 (centres undefined),10,-2,1.1,2,1,.,-6,20,.,-6
C/C(CC(=O)Nc1cccc(C(F)(F)F)c1)=N\NC(=O)c1ccncc1,-3,1,-1.7,4,1,-0.3,-5,18,-0.2,.
CC(=O)Nc1ccc(NC(=O)CSc2nc(=O)n3cccc(C)c3n2)cc1,10,.,0.5,-4,?,2.6,-9,.,-0.3,-16
COc1cccc(OC)c1OCCN1CCN(C(=O)c2ccco2)CC1,-2,5,-1.0,3,3,.,-3,4,i,-8
CCOc1ccc(N=C(/C(C(=O)C(=O)N2CCOCC2)=C(\O)c2ccccc2)c2ccccc2)cc1,-5,0,-1.5,-4,-2,2.3,4,-5,-0.4,.
CC(NC(=O)c1ccccc1Cl)NC(=O)c1ccccc1Cl,-3,0,-1.4,-19,10,0.3,.,9,-0.5,-7
OCCCc1nc2ccccc2n1CCc1ccccc1,-5,0,-2.0,-4,-3,2.3,0,9,-0.5,-4
Cc1ccc(N2CC(=O)N(CC(=O)O)C2=O)cc1,-7,3,0.4,10,1,1.2,3,-6,1.0,-7
CCOc1ccc2ccccc2c1CNCCCN1CCOCC1,-4,.,.,8,-4,-0.1,.,.,-0.4,.
CCCCOC(=O)C(C)Oc1ccc(=O)n(-c2ccccc2)n1 (centres undefined),11,-5,0.1,1,-10,0.3,4,0,-1.5,-7

# Overlap with the part before: 4 compounds, followed by the next part.
SMILES,Y pestis TopoI,3CLpro inhibitor,PfHsp40 yeast,MazF activator,Anthrax LF inh2,TcdB inh,Rv3671c protease,DUSP3 inh,BH1578 lux ind,PriA SSB inh
OCCCc1nc2ccccc2n1CCc1ccccc1,-5,0,-2.0,-4,-3,2.3,0,9,-0.5,-4
Cc1ccc(N2CC(=O)N(CC(=O)O)C2=O)cc1,-7,3,0.4,10,1,1.2,3,-6,1.0,-7
CCOc1ccc2ccccc2c1CNCCCN1CCOCC1,-4,.,.,8,-4,-0.1,.,.,-0.4,.
CCCCOC(=O)C(C)Oc1ccc(=O)n(-c2ccccc2)n1 (centres undefined),11,-5,0.1,1,-10,0.3,4,0,-1.5,-7
CC(=O)c1cccc(NC(=O)CCc2nnc3ccc(NCc4ccc5c(c4)OCO5)nn23)c1,73*,-3,0.0,-22,-2,0.2,-13,57*,i,-16
CCOC(=O)Cn1c(=N)n(CCOc2ccc(Br)cc2)c2ccccc21,6,-1,0.6,20,-19,1.4,5,13,i,-9
CCOC(=O)c1c(C)oc2c1c(C=NCC1CCCO1)c(O)c1ccccc12 (centres undefined),13,5,-1.2,10,2,.,.,51*,5.0,-5
CC(Oc1ccccc1F)C(=O)Nc1ccc2ccccc2c1 (centres undefined),16,-3,2.9,9,-6,.,0,9,-2.2,-4
Cc1cc(C(=O)O)cc(S(=O)(=O)Nc2ccccc2C(=O)NC(C)c2ccccc2)c1C (centres undefined),1,-1,1.1,0,1,0.3,-3,15,i,-8
CC1CN(Cc2ccccc2)c2nc3c(c(=O)n(CC(=O)O)c(=O)n3C)n2C1 (centres undefined),-1,3,-0.6,0,.,1.2,1,1,-0.8,-6
O=C(CCC(=O)c1ccccc1)NCc1ccccc1,-1,-9,0.5,-2,-21,-1.4,1,6,i,-7
Cc1cccc(-c2nn(-c3ccccc3)cc2C(=O)NCC(c2cccs2)N2CCOCC2)c1 (centres undefined),24,.,0.0,-1,0,-1.0,-7,.,i,3
COC(=O)NCC(c1ccc2c(c1)OCO2)N1CCN(c2ccc(OC)cc2)CC1 (centres undefined),1,-4,-0.6,0,-1,0.0,-1,44,-0.2,15
O=C(C[n+]1cn(C(F)F)c2ccccc21)c1ccc(Br)cc1,-2,8,-0.6,-8,-6,0.2,9,18,0.7,10
COc1ccc(NC(=O)CCCCCN2C(=O)[C@@H]3Cc4ccccc4CN3C2=O)cc1Cl,12,-4,3.1,-6,0,0.6,-3,2,-0.3,-5
CC1(C)C2([N+](=O)[O-])CN3CC1([N+](=O)[O-])CN(C2)C3c1cccnc1 (centres undefined),4,0,-1.2,-3,.,1.4,6,17,i,-9

# Single entries from the results shown.
# Anthrax LF inh2 result of CCOC(=O)c1c(C)oc2c1c(C=NCC1CCCO1)c(O)c1ccccc12 (centres undefined) reads 2
# DUSP3 inh result of Cc1cc(C(=O)O)cc(S(=O)(=O)Nc2ccccc2C(=O)NC(C)c2ccccc2)c1C (centres undefined) reads 15

# Next section
SMILES,Y pestis TopoI,3CLpro inhibitor,PfHsp40 yeast,MazF activator,Anthrax LF inh2,TcdB inh,Rv3671c protease,DUSP3 inh,BH1578 lux ind,PriA SSB inh
FC(F)Oc1ccccc1NC(=S)NCc1ccco1,-6,2,1.1,-3,-1,.,0,22,12,-8
CN(C)C(=O)CSc1ccccc1C(=O)OCC(=O)NC1CC1,10,.,-0.2,9,7,0.6,2,.,i,15
Cc1ccc(-n2c(=O)cc(NCc3cccnc3)[nH]c2=O)cc1,9,2,17,2,0,.,-5,10,-0.3,-2
Cc1ccc(S(=O)(=O)N(CC(=O)NCc2cccnc2)c2ccc(F)cc2)cc1,8,-2,-0.6,2,1,0.6,-4,-7,-0.2,-9
COCCNC(=O)c1ccccc1NC(=O)CCSc1ccccc1,1,5,0.0,1,-4,-6.2,-2,10,0.0,-6
Cc1cc(C)cc(NC(=O)N2CCN(C/C=C/c3ccccc3)CC2)c1,5,0,-0.2,-5,-1,0.1,-9,21,i,2
COc1cc(C)nc(Oc2ccc(=O)[nH]n2)n1,-6,4,0.4,9,3,.,7,2,-3.6,-7
FC(F)(F)c1cccc(-n2cc(-c3ccccc3)[nH]c2=S)c1,4,-3,5.0,0,-15,2.5,-18,5,i,31
O=C(OCC(=O)c1ccc(S(=O)(=O)N2CCCC2)cc1)C1=COCCO1,-1,-2,-0.6,1,2,.,0,21,i,-13
CCOC(=O)c1c(C)n(-c2ccc(C)cc2)c2ccc(OCC(O)CNCCCO)cc12 (centres undefined),2,0,-1.6,-9,-11,3.5,0,-5,-0.3,19
O=C(NCc1nc2ccccc2[nH]1)C1=C[C@H](c2ccc(C(F)(F)F)cc2)C[C@H](OCCCCO)O1,-1,.,3.2,0,-6,0.7,-9,.,i,3
O=C(c1ccc2ccccc2c1)C1CCCN(S(=O)(=O)c2cccnc2)C1 (centres undefined),-2,-2,-0.4,5,1,2.3,0,3,.,-2
COC(=O)c1ccccc1NC(=S)NC(NC(=O)c1ccccc1[N+](=O)[O-])C(Cl)(Cl)Cl (centres undefined),4,3,0.7,3,-1,.,-4,19,-0.3,0
C/C(Cc1ccccc1)=N\NC(=O)C1CCCCC1,5,2,-2.3,6,-2,.,5,2,-0.2,.
Cc1ccc(CCC(=O)Nc2ccc(N(C)C)cc2)o1,2,-8,-0.8,9,-2,0.3,8,23,-0.3,11
CCCc1nc(N2CCN(S(=O)(=O)c3ccc(Cl)cc3)CC2)c2c(C)c(C)sc2n1,-4,-3,0.1,-19,-8,-0.9,0,20,i,-11
Cc1nc2cc(C(=O)N3CCC4(CC3)OCCO4)ccc2n1-c1cccc(F)c1,6,-1,1.3,-1,4,.,-3,12,-0.1,-9
O=C(CCCN1C(=O)/C(=C/c2ccccc2)SC1=S)Nc1ccccc1O,-4,2,-0.8,-13,-2,0.1,-16,3,-0.4,3
Cn1ncc(Cl)c(Oc2ccc(C(C)(C)C)cc2)c1=O,9,2,2.1,-2,-1,1.4,-6,2,-0.2,-26
O=C(Nc1ccc(COc2ccccc2)cc1)c1cccc([N+](=O)[O-])c1,-5,-9,8.6,-15,-2,-0.8,-2,-9,-0.3,-2
COc1ccc(Cl)cc1CSc1ncn[nH]1,-3,2,0.5,2,-7,3.2,4,9,-0.6,-9
O=C(NCc1ccccc1)c1cc(C2CCCN(S(=O)(=O)c3cccs3)C2)on1 (centres undefined),22,.,.,.,-4,-0.4,.,.,-1.2,.
CC(C)c1nc(SCC(=O)N2c3ccccc3CC2C)c2ccccc2n1 (centres undefined),-1,0,-0.1,-1,0,0.1,-5,27,i,-14
O=S(=O)(Nc1ccc(N2CCOCC2)nn1)c1ccccc1,0,0,-0.8,0,-3,.,6,2,-0.6,-5
CCC(C)NC(=O)CSc1n[nH]c(=O)n1CCc1ccccc1 (centres undefined),-7,2,1.2,9,-6,1.5,1,11,i,-17
NP(=O)(OCCCCc1ccccc1)Oc1ccccc1Cl (centres undefined),19,-2,0.6,8,-5,0.4,11,1,i,-9
O=C1CC(c2ccccc2)CCc2sccc2N1 (centres undefined),4,5,1.4,-1,-1,.,-1,14,i,4
O=C(c1ccc([N+](=O)[O-])cc1Cl)N1CCN(c2ccccn2)CC1,-12,-1,1.2,3,-8,-3.0,6,25,-0.1,5
O=C(OCc1ccc2c(c1)OCO2)c1ccc(S(=O)(=O)N2CCCC2)cc1,-5,-1,0.9,1,0,.,-9,13,0.2,-19
COc1ccc(OCCCC(=O)Nc2ccc(N3CCOCC3)cc2)cc1,-2,0,-0.8,11,-4,1.8,7,12,0.6,5
O=C(CN1C(=O)NC2(CCc3ccccc32)C1=O)Nc1cccc(F)c1 (centres undefined),1,.,0.6,8,-2,-0.9,-6,.,i,-11
CCOC(=O)CCCNC(=O)COc1ccccc1C#N,-1,2,-0.4,8,0,.,-3,15,-0.3,7
COc1ccc2oc(=O)c(/C(C)=N/NC(=O)c3ccncc3)cc2c1,-3,2,-0.3,-8,-3,-4.7,-2,3,-0.6,.
O=C(Nc1nnc(C2=COCCO2)o1)c1ccc(S(=O)(=O)N2CCCC2)cc1,2,3,-0.1,-4,-1,1.1,-2,12,-5.5,10
O=C(Nc1cccc(C(=O)N2CCN(c3cccc(Cl)c3)CC2)c1)c1ccccc1,10,-1,0.1,3,-2,0.6,-30,20,-1.1,0
COCC(C)NCc1cccc([N+](=O)[O-])c1 (centres undefined),-11,1,-0.2,1,0,-0.5,-4,20,1.8,3
O=c1c(Br)ccc(Br)cc1Br,3,.,77*,7,0,1.1,.,.,i,3
Cc1ccc(F)cc1NC(=O)CN1CCN(Cc2ccccc2)CC1,13,-2,1.3,-7,0,1.5,-6,-6,i,1
O=C(Nc1cnccn1)c1cccs1,-5,-6,0.1,0,-1,.,0,22,i,-8
O=C(CN1C(=O)NC2(CCCCC2)C1=O)Oc1ccc2c(C(F)(F)F)cc(=O)oc2c1,-4,.,-0.9,7,1,-7.7,12,.,-5.9,-16
CC1CN(c2nc3ccccc3cc2-c2ccccc2)CC(C)O1 (centres undefined),30,2,3.4,0,-3,-1.3,5,16,-0.4,-55
Cc1ncc([N+](=O)[O-])n1CC(=O)N/N=C/c1ccccc1F,3,-2,0.7,3,-1,0.6,-6,22,-0.4,.
COc1ccc(CN2C(=NC(=O)c3ccccc3)SC3CS(=O)(=O)CC32)cc1 (centres undefined),-2,11,0.4,-3,-4,1.0,-6,6,-1.3,-7
O=C(Cn1nnc2ccccc21)OCC(=O)c1ccc(F)cc1,-1,3,-0.6,0,.,0.1,-1,6,-1.6,-2
C/C=C\C=C/C(=O)Nc1cccc(C2=NOC3(C2)C[C@@H](C(N)=O)N(C(=O)CCCCC)C3)c1 (some centres undefined),1,.,0.8,4,5,0.9,-5,-12,-0.3,-10
CC(=O)Nc1cc(-c2ccccc2Cl)cn2c(-c3ccc(S(C)(=O)=O)cc3)cnc12,3,.,.,.,4,1.5,.,.,i,.
Cc1cc(C)nc(N2CCC(C(=O)NCC3CCCCC3)CC2)n1,-2,-4,1.4,2,-3,0.5,.,8,-1.0,-12
